High-throughput results from PubChem BioAssay.
T cell HTS – modulators of CD8 T cell-vesicle binding, primary screen, mouse 2C CD8+ T cells, flow cytometry; 2C CD8+ T cell-vesicle binding; stronger effect = lower value; calls only at 7 µM; 330,000 compounds, 0.068% hits;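 active = response, share of CD8 T cells binding vesicles, and their 90th percentile fluorescence all below set limits, cut at about 80% in these data, passing the limit was not always enough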
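Material: murine 2C transgenic CD8+ T lymphocytes / Also added: QL9-peptide-loaded Drosophila micro-vesicles bearing Ld, ICAM-1 and B7-1 / Schedule: binding step 1.5 h, 37 °C, antibody labelling 20 min, ice / Signal: flow cytometry, PE anti-B7-1 (FL2) versus Alexa647 anti-CD8 (FL8), PFA-fixed / Evaluation: percent CD8+ FL2 mean versus row control / Benchmarks: naked versus QL9-loaded vesicles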
b-catenin transl – modulators of beta-catenin nuclear translocation, primary screen, imaging, HeLa cells, immunofluorescence, high-content. 190,000 compounds, 0.3% hits. nuclear translocation activity, % at 5 µM. AID 1665, 2009;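 active = nuclear translocation activity above 50% at 5 µM, with a well cell count of 50 or more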;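 note: per-cell ratio of nuclear to cytoplasmic median beta-catenin stain intensity; plate controls were DMSO negative control for no effect and GSK-3 inhibitor IX positive control for full effect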
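Read-out: Nuclear/cytoplasmic beta-catenin signal ratio, % activation | Assay system: Human HeLa cell line | Times: 24 h compound exposure at 37°C, 5% CO2 | Signal: Fluorescence imaging of beta-catenin antibody stain plus DAPI | Dosing: 5 µM primary, 0.02–20 µM confirmation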
MT stabilizer – microtubule stabilizers in HeLa cells, primary screen, imaging, high-content imaging | HeLa tubulin immunostaining HCS, 24 h; share of cells brighter than vehicle mean+2SD | % tubulin-high responders, % at 10 µM | 200,000 compounds, 0.83% hits | AID 2205, 2009;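 active = plate Z-score above 3 for both tubulin-high and condensed-nucleus cell shares, with cell loss under 80%, at 10 µM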;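 note: anti alpha tubulin signal scored within the nucleus-defined area of each cell; some results filed as inactive read as strong as hits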
Salmonella PhoP GFP – inhibitors of PhoP regulon expression, primary screen, Salmonella Typhimurium, GFP reporter (AID 1863); S. Typhimurium PhoP-regulated promoter GFP reporter, 4 h; higher % means a stronger effect; inhibition, % at 50 µM, or IC50 in µM where a hit was titrated; 300,000 compounds, 0.16% hits;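 active = inhibition over 29.93%, a cutoff 3 SD above the screen mean, later confirmed by dose response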;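 note: 0% = low Mg2+ inducing control and 100% = high Mg2+ repressing control; strong numbers were not always called active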
Autophagy mod – autophagy modulators in MEF cells, primary screen, imaging, high-content, MEF GFP-LC3; calls only at 10 µM (by protocol); 190,000 compounds, 0.98% hits; MEF GFP-LC3 puncta imaging; test concentration mostly 10 µM; AID 463193, 2010;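 active = percentage of spot-positive cells more than 3 SD above its plate mean, without a fluorescence outlier flag or 80% toxicity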;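 note: spot-positive cell cutoff set from DMSO-treated cells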
Ins promoter up – insulin promoter activators in MIN6 cells, imaging, high-content screening, mouse beta cells. MIN6 insulin promoter-GFP reporter; stronger effect = higher value. z-score at 5 µM. 190,000 compounds, 0.3% hits. AID 1625, 2009;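 active = z-score above 3 at 5 µM with at least 500 cells counted in the well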
Hep lipid drop – inhibitors of hepatocyte lipid droplet formation, primary screen, imaging, high-throughput imaging, BODIPY stain | inhibition, % at 6.5 µM | AML12 mouse hepatocytes, oleate lipid droplets | 240,000 compounds, 0.4% hits;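 active = lipid droplet intensity inhibited by at least 50%, with more than 500 cells counted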
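Material – AML12 mouse liver cells · Also added – oleate loading, 100 µM · Compound dosing – 6.5 µM single-point dosing · Times – overnight treatment with compound plus oleate · Measured by – fluorescence imaging, 20x objective, two fields per well · Read-out – percent inhibition of filter-corrected integrated lipid droplet intensity per well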
ER stress rescue – rescue of cells from ER stress-induced death, primary screen, 384-well, CSM14.1, thapsigargin, ATP luminescence (AID 1222); one-dose cellular ATP content (survival), % at 20 µM; EC50 in µM for titrated hits; CSM14.1 thapsigargin-induced death rescue, ATP luminescence; higher % means a stronger effect; 190,000 tested, under 10 active;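 active = EC50 below 50 µM in the dose-response confirmation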;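 note: death triggered by thapsigargin at about 15 µM added after 2 h compound pretreatment; cell ATP read after overnight thapsigargin exposure of roughly 18 to 22 hours; normalized against plate controls of thapsigargin alone and 5% DMSO vehicle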
Dynein transport – inhibitors of GR-EGFP nuclear translocation, primary screen, dynein cargo transport inhibitor project, imaging, high-content, 3617.4 mouse cells | test concentration mostly 20 µM; stimulated with dexamethasone, 1 µM; stronger effect = lower value | z-score, hits read low | 220,000 compounds, 0.47% hits | AID 1381, 2008;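 active = plate z-score of nuclear minus cytoplasmic receptor signal below a set negative limit, without overly bright fluorescence or cell loss, cut at about -3.5 in these data, passing the limit was not always enough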;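 note: z-score of nuclear minus cytoplasmic ring GR-EGFP intensity difference per well; some compounds called inactive have numbers as strong as hits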
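Buffer or medium: tetracycline-free induction medium containing charcoal-stripped FBS / Reagent: dexamethasone agonist, 1.0 µM final, for 30 min / Technique: automated 10x imaging of fixed Hoechst-stained cells / Times: induction 48 h, compound 1 h, agonist 30 min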
Dynein transport cytoplasmic EGFP – also measured in Dynein transport; calls as there; z-score; measured here: cytoplasmic GR-EGFP intensity; stronger effect = higher value
Dynein transport nuclear GR-EGFP – further read-out of Dynein transport, marked with its call; z-score; measured here: nuclear GR-EGFP intensity;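 lower value marks the stronger effect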
Dynein transport cell count – further read-out of Dynein transport, marked with its call; z-score; measured here: cell count per field
Ins promoter up cell count – second read-out of Ins promoter up, no call of its own (marks repeat the call); cell count; measured here: cytotoxicity, nuclei count;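 total cells summed across four imaged fields per well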
Hep lipid drop cells 6.5 µM – also measured in Hep lipid drop; calls as there; cell count; measured here: cell count, cytotoxicity flag;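 cells counted across two imaged fields per well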
b-catenin transl cell count 5 µM – recorded beside b-catenin transl, whose call it bears; cell count; measured here: cell count, cytotoxicity flag
T cell HTS vesicle-bound % – further read-out of T cell HTS, marked with its call; double positive events, %; measured here: CD8+ vesicle-bound cell fraction;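 binding gate set so that unloaded-vesicle control wells show 10% double positive cells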
MT stabilizer Hoechst-high % – also measured in MT stabilizer; calls as there; % Hoechst-high responders; measured here: nuclear condensation Hoechst responders;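 share of cells brighter than vehicle mean plus two SD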
MT stabilizer cytotoxicity % – second read-out of MT stabilizer, no call of its own (marks repeat the call); toxicity, %; measured here: cytotoxicity by cell density;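 0% = mean cell density of plate MIN control wells and 100% = no cells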
Autophagy mod cell loss 18 h – also measured in Autophagy mod; calls as there; toxicity, %; measured here: cell loss, nuclei count;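 cell loss after 18 h compound exposure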
An asterisk follows results filed as active; i = inactive; nt = not tested or not shown; + = active, no number. Outcome played no part in choosing rows, and some 3% of all compounds hit somewhere here.

structure,T cell HTS,T cell HTS vesicle-bound %,b-catenin transl,b-catenin transl cell count 5 µM,MT stabilizer,MT stabilizer Hoechst-high %,MT stabilizer cytotoxicity %,Salmonella PhoP GFP,Autophagy mod,Autophagy mod cell loss 18 h,Ins promoter up,Ins promoter up cell count,Hep lipid drop,Hep lipid drop cells 6.5 µM,ER stress rescue,Dynein transport,Dynein transport cytoplasmic EGFP,Dynein transport nuclear GR-EGFP,Dynein transport cell count
Cn1c(NC(=O)c2cc(Br)ccc2Cl)cc(=O)n(C)c1=O,i,42,nt,nt,3.9,3.7,10,8%,i,11,1,923,nt,nt,0.5%,2.1,-0.086,1.2,-1.1
CC(CC1CC(C)(C)OC1=O)C(=O)Nc1nncs1 (stereo unspecified),i,30,nt,nt,1.5,1.4,4.6,-7%,i,-1,-0.07,932,nt,nt,2.5%,-0.48,0.28,-0.065,0.42
COc1cccc(NC(=O)c2ccc(NCCCN3CC(C)CC(C)C3)c([N+](=O)[O-])c2)c1 (stereo unspecified),nt,nt,0.7,1096,2.7,1.4,11,2%,+,-5.1*,-0.81,1207,-19,725,-1.8%,0.32,-0.026,-0.14,0.36
CCOC(=O)N1CCN(C(=S)NC(=O)c2cncc(Br)c2)CC1,i,44,-0.4,1013,4.5,1.6,1.8,-1%,i,11,-0.11,1423,7,649,-0.2%,2,0.07,1.5,-1.8
NC(=O)N/N=C/c1coc2ccc(O)cc2c1=O,i,38,-0.4,1122,nt,nt,nt,5%,nt,nt,-0.48,1397,-5,745,nt,0.4,-0.28,0.13,-0.27
Cc1nc(Cl)sc1C(=O)Nc1cccc(Cl)c1C,i,42,-1.3,1124,1.8,2.7,3.0,-6%,i,19,-0.84,1356,11,604,-2.6%,-0.18,-0.13,0.085,0.68
CC1(C)CC(NC(=O)CC2CCCCC2)CC(C)(C)N1,i,18,-2.0,947,3.7,2.8,5.8,-21%,i,1,nt,nt,nt,nt,-1.5%,0.27,-0.31,0.15,-0.69
O=C(CSc1nnc(SCc2cccc3ccccc23)s1)N=Nc1c(O)[nH]c2ccccc12,i,40,-1.1,1063,11,5.0,21,-3%,i,9,-0.13,1571,-14,665,0.6%,-0.11,-0.2,-0.11,0.047
Cc1ccc(C(=O)c2sc3nc4c(cc3c2N)CCC4)cc1,i,33,-2.9,1096,3.1,2.7,1.3,8%,i,5,-0.11,1446,-8,658,0.7%,1.3,-0.24,0.8,-0.85
COc1ccc(C2C(C(=O)N3CC(C)CC(C)C3)c3ccccc3C(=O)N2C)cc1 (stereo unspecified),i,13,1.9,1344,4.1,3.5,7.5,-13%,i,-6,-0.64,1207,nt,nt,2.5%,0.17,-0.31,0.16,0.13
CC(C)Oc1cccc(C(=O)C2CCCN(C(=O)c3ccoc3)C2)c1 (stereo unspecified),i,48,0.5,971,3.4,1.4,7.3,3%,i,-3,-0.59,1463,6,716,1.3%,-1.4,-0.31,-0.61,1.1
CSCCC(CO)NC(=O)OCc1ccccc1 (stereo unspecified),i,32,nt,nt,3.4,1.9,6.8,-3%,i,-6,0.28,1354,2,703,-1.3%,-0.14,-0.23,-0.03,1.7
O=C(Nc1cccc(-c2nc3cccnc3s2)c1)C1c2ccccc2Oc2ccccc21,nt,nt,1.5,538,3.6,1.7,8.9,2%,i,19,0.25,1314,0,752,-0.9%,-0.82,-0.27,0.13,0.83
CCOC(=O)c1cnc(-c2ccccc2)nc1Oc1ccc(Cl)c(Cl)c1,i,52,nt,nt,1.7,1.8,3.8,5%,i,9,nt,nt,nt,nt,1.0%,0.33,-0.22,-0.14,-0.22
O=C(N/N=C/c1cccc(C(F)(F)F)c1)c1cc2c(s1)-c1ccccc1CC2,i,33,2.3,1015,14,5.6,10,-16%,i,-2,-0.37,1607,-19,637,-1.0%,-0.091,-0.14,-0.38,0.4
CCCCC(CC)CNC(=O)CCCCn1c(=O)[nH]c2ccsc2c1=O (stereo unspecified),i,60,-0.5,1226,2.0,3.0,3.7,7%,i,18,-0.19,1310,-3,724,1.1%,-1.1,-0.17,-0.5,0.94
COc1ccc(CCNC(=O)CCC2COc3ccccc3O2)cc1OC (stereo unspecified),i,8,nt,nt,4.8,1.9,7.6,27%,i,5,nt,nt,nt,nt,-1.1%,-0.92,-0.2,-1.2,1.2
Nn1c(C2CCCCC2)nc2ccccc2c1=O,i,28,0.8,1294,nt,nt,nt,4%,nt,nt,-0.79,952,-5,750,nt,0.26,-0.2,0.8,-1.3
O=C(O)CCC1OC(=O)C(O)=C1c1ccccc1 (stereo unspecified),i,23,-1.6,1250,nt,nt,nt,7%,nt,nt,0.83,820,2,657,nt,-0.53,-0.76,0.064,0.067
COc1ccc(NC(=O)/C=C/c2ccc(F)cc2)cn1,i,27,-0.3,1018,1.6,2.2,2.7,-2%,i,6,-0.17,1376,-14,581,-2.6%,-1.6,0.37,-0.33,1.1
CC(=O)NC1CC2CCCC(C1)N2CC(=O)N1CCCc2ccccc21 (stereo unspecified),i,32,2.9,1047,4.1,2.7,7.5,9%,i,32,nt,nt,10,723,-2.4%,-0.15,0.36,-0.062,-0.22
Cc1ccc(C)c2[nH]c(=O)c(CCNC(=O)c3cccs3)cc12,i,32,1.9,448,3.7,3.7,5.7,11%,i,4,0.23,1136,-2,692,-2.7%,3.1,0.95,3.6,-2.1
COc1ccc(-n2c(Cc3cccn3C)nnc2SCC(=O)Nc2ccccc2)cc1,i,44,-1.5,1089,3.9,3.3,4.1,6%,nt,nt,-0.52,1997,-2,613,-2.4%,-0.097,-0.12,0.24,-0.19
O=C(O)C1CSC2(c3ccc4c(c3)OCCO4)CCC(=O)N12 (stereo unspecified),i,53,-6.1,1213,3.2,2.4,8.7,-11%,i,7,nt,nt,8,747,0.2%,-0.28,-0.33,0.0034,0.52
O=C(NNc1nc(-c2ccccc2)c2cc(Br)ccc2n1)c1ccc(S(=O)(=O)N2CCOCC2)cc1,i,0,-0.6,915,2.3,4.4,3.9,-6%,i,-2,-0.16,1271,-6,464,-2.5%,-0.55,0.065,-0.49,0.28
O=[N+]([O-])c1ccc(Cc2nnc(-c3ccc(F)cc3)o2)cc1,i,23,-0.1,1075,1.5,2.2,6.0,-6%,i,9,nt,nt,-1,730,-0.1%,-0.34,-0.19,-0.25,0.45
O=C(CSC1=NCCN1)Nc1ccccc1[N+](=O)[O-],i,12,-1.4,1079,7.3,1.4,9.4,2%,i,3,1.3,1109,5,679,-2.2%,-1.3,0.017,-0.73,0.55

Single records, as listed above. Order of values: T cell HTS, T cell HTS vesicle-bound %, b-catenin transl, b-catenin transl cell count 5 µM, MT stabilizer, MT stabilizer Hoechst-high %, MT stabilizer cytotoxicity %, Salmonella PhoP GFP, Autophagy mod, Autophagy mod cell loss 18 h, Ins promoter up, Ins promoter up cell count, Hep lipid drop, Hep lipid drop cells 6.5 µM, ER stress rescue, Dynein transport, Dynein transport cytoplasmic EGFP, Dynein transport nuclear GR-EGFP, Dynein transport cell count
`Cc1ccc(C(=O)c2sc3nc4c(cc3c2N)CCC4)cc1` as listed: i, 33, -2.9, 1096, 3.1, 2.7, 1.3, 8%, i, 5, -0.11, 1446, -8, 658, 0.7%, 1.3, -0.24, 0.8, -0.85
`COc1ccc(NC(=O)/C=C/c2ccc(F)cc2)cn1` as listed: i, 27, -0.3, 1018, 1.6, 2.2, 2.7, -2%, i, 6, -0.17, 1376, -14, 581, -2.6%, -1.6, 0.37, -0.33, 1.1
